# Assay outcomes (PubChem)
# CCHF vOTU inh – CCHFV vOTU protease inhibition; Pep-AMC fluorescence; inhibition, % at 11.5 µM; hit rate 0.55% among 370,000; AID 651958; in the data active = inhibition above about 30%; note: 0% = vehicle wells with enzyme and 100% = no enzyme wells
# Anthrax LF prot – blocks Bacillus anthracis lethal factor protease | P15917 | multiplex microsphere protease cleavage assay, LF | inhibition, % at 10 µM | hit rate 0.12% among 360,000 | AID 588501; note: plate controls were buffer without enzyme for full effect and enzyme alone for no effect
# Target sequence (P15917 whole entry, looked up): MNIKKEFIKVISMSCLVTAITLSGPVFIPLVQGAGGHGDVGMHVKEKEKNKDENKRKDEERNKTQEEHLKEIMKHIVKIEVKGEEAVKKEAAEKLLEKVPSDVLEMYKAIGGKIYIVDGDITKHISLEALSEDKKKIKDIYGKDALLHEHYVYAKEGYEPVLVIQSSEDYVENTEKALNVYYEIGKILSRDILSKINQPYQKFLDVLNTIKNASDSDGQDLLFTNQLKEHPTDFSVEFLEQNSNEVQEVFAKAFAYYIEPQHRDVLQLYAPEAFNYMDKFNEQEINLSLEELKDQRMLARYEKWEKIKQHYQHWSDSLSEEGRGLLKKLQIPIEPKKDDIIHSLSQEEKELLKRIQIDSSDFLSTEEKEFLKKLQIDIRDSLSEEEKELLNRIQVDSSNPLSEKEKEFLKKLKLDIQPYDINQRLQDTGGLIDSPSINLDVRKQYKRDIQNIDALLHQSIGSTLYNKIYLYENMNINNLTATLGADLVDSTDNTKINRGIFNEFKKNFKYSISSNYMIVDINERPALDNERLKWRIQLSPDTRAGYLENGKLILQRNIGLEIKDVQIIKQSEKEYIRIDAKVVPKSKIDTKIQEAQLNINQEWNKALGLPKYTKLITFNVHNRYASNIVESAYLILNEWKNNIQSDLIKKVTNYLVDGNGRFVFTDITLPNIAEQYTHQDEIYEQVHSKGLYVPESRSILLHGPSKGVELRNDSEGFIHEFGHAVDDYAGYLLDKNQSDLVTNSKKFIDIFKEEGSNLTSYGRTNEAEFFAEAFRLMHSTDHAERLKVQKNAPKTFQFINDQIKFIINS
# BoNT-A LC inh2 – inhibitors of Botulinum neurotoxin A light chain protease; multiplex microsphere protease substrate cleavage, flow cytometry; hit rate 0.17% among 360,000; inhibition, % at 10 µM; note: plate controls were buffer without enzyme for full effect and enzyme alone for no effect
# PriA SSB inh – blocks PriA binding to SSB C-terminal tail; AlphaScreen SSBct-PriA binding, biotinylated peptide; inhibition, % at 33 µM; hit rate 0.6% among 430,000; in the data active = inhibition mostly above about 37%, no sharp cut-off; inactive = mostly below about 20%;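 note: plate controls were negative control peptide for no effect and reference peptide for full effect; strong numbers were not always called active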
# MazEF act – MazEF (E. coli) toxin RNase activation; activation, % at 20 µM; FAM/BHQ RNA-DNA oligo cleavage fluorescence, 5 h; P0AE70; AID 504720; hit rate 0.32% among 350,000; in the data active = activation above about 50%
# Target sequence (P0AE70 whole entry, looked up): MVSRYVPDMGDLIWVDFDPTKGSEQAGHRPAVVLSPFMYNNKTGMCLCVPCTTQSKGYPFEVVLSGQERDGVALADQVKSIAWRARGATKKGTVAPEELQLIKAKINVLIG
# Rv3671c inh – Rv3671c (M. tuberculosis) protease inhibition. inhibition, % at 5.96 µM. hit rate 0.048% among 320,000. AID 2606; in the data active = inhibition above about 38%;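 note: extracellular domain of Rv3671c used as enzyme; 0% = enzyme with DMSO and 100% = no enzyme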
# BoNT F protease – inhibitors of Botulinum neurotoxin F light chain protease. Multiplex microsphere protease cleavage assay, flow cytometry. inhibition, % at 10 µM. hit rate 0.22% among 360,000; in the data active = inhibition above about 35%, passing the limit was not always enough; inconclusive = no clear call, values can overlap the other calls; note: plate controls were buffer without enzyme for full effect and enzyme alone for no effect
# PrPC TRFRET – cell surface PrPC inhibition, primary TR-FRET screen; P04156; inhibition, % at 13.8 µM; TR-FRET read-out; hit rate 0.43% among 370,000; in the data active = inhibition above about 24%; note: 0% = median of the test wells and 100% = reference compound wells
# 3CLpro inhibitor – SARS-CoV 3CLpro protease inhibition; recombinant SARS-CoV 3CLpro, quenched FRET peptide cleavage; P0C6X7; inhibition, % at 6 µM; hit rate 0.14% among 290,000; AID 1706; in the data active = inhibition above about 12%
# VHR inh abs – DUSP3 (human) phosphatase inhibition | P51452 | recombinant VHR phosphatase, pNPP absorbance | inhibition, % at 13.3 µM | hit rate 0.52% among 290,000 | AID 1654; in the data active = inhibition above about 50%; note: some compounds called inactive have numbers as strong as hits
# * = called active by the depositor; i = inactive; ? = inconclusive; / = not tested or not shown; & = joins results of further samples. Cut-off read from the data, not from the text of the source, unless noted: active = inhibition above about 30%; inconclusive = no clear call, values can overlap the other calls; inactive = below that.
SMILES,CCHF vOTU inh,Anthrax LF prot,BoNT-A LC inh2,PriA SSB inh,MazEF act,Rv3671c inh,BoNT F protease,PrPC TRFRET,3CLpro inhibitor,VHR inh abs
CC(=O)O[C@H]1CCC2C3CC[C@H]4[C@@H](O)[C@H](O)CC[C@]4(C)C3CC[C@@]21C (some centres undefined),-1,6,0.1,0,-11,/,-5,8,/,/
Cc1nn(-c2ccccc2)c(C)c1/C=N/NC(=O)c1cnccn1,-10,-7,?,i,-4,6,?,2,-2,16
Cc1ccc(-c2[nH]c3ccccc3c2C(C[N+](=O)[O-])c2ccco2)cc1 (centres undefined),8,-12,-0.4,24&-2,-1,-8,-6,4,4,18
CCCCn1c(N)c(N(CC(C)C)C(=O)c2ccncc2)c(=O)[nH]c1=O,13,1,-3.4,8,-6,1,-11,8,/,/
COc1ccc([C@H]2C[C@H](n3cc(C4CC4)nn3)[C@@H](O)CN2C(=O)C2CCCCC2)cc1,2,-1,-0.3,/,-7,/,1,5,/,/
O=C(CSCc1ccccc1)N/N=C/c1cc2c(cc1Br)OCO2,-7,0,0.1,/,-14,-6,3,0,0,-5
CC(C)(C)c1ccc(OCC(=O)N/N=C/c2ccsc2)cc1,0,-3,0.7,/,2,-4,-2,-1,5,32
O=C(Cn1c(=O)oc2cc(S(=O)(=O)N3CCc4ccccc43)ccc21)NC1CCCC1,0,7,0.3,-5,20,-2,2,0,2,25
COc1ccc(N2CCN(c3ccc(N)cc3C#N)CC2)cc1,8,-6,-0.5,34,3,7,-44,17,-9,24
CCOC(=O)C1CCN(S(=O)(=O)c2c(C)n[nH]c2C)CC1,11,-4,-0.7,-14,-3,-1,-23,4,-2,-8
CC(C)c1ccc(N(CC(=O)NC(C)(C)C)C(=O)CCC(=O)Nc2nccs2)cc1,20,17,3.0,13,1,5,-1,9,1,8
Cc1cc(N2C(=O)C(O)=C(C(=O)c3ccco3)C2c2ccc(Cl)cc2)no1 (centres undefined),15,-1,0.0,-2&-2,2,-2,5,5,-1,6
COc1ccccc1OCC(=O)NNC(=O)c1ccc2c(=O)n3c(nc2c1)CCC3,14,0,-2.3,-8,4,-6,-2,8,-6,10
COC(C[C@H](O)[C@@H](C)[C@@H](O)COCc1ccccc1)OC,0,12,-0.1,-6,1,/,1,5,/,7
CC(=O)c1cccc(NC(=O)CSCc2ccccc2)c1,-1,0,0.2,-4,-1,4,-3,-3,-2,7
CC(C)CC(OC(=O)c1ccco1)C(=O)NC1CCCC1 (centres undefined),-14,-4,-1.1,-6,7,-3,10,1,1,13
CCC(O)(c1ccc(OC)cc1)C(CN1CCOCC1)c1ccccc1 (centres undefined),-19,4,-0.2,6,5,-1,3,-2,1,15
COc1ccc(OC)c(C=NNC(=O)NN=Cc2cc(OC)ccc2OC)c1,-22,-2,0.0,/,27,/,-7,-2,/,/
O=C(NN=C1CCCC1)c1cccc(Br)c1,5,6,1.9,3,-4,-4,15,10,-2,54*
COC(=O)CN1C(=O)Nc2ccc(Br)cc2C1c1ccccc1Cl (centres undefined),/,-1,-0.1,6,6,3,4,/,3,10
O=C(NCc1nnc(SC/C=C/c2ccccc2)o1)c1ccco1,0,4,-0.8,-7,-8,-1,-5,-2,3,-2
O=C(Cc1ccc(S(=O)(=O)N2CCOCC2)s1)NC1CCCCC1,-1,1,-0.4,-1,5,-1,-8,-1,/,/
CC1(NC(=O)c2ccccc2)CCN(CCCc2ccccc2)C1=O (centres undefined),0,7,0.4,-22,0,2,-4,-3,/,/
CNC(=O)ON(C(=O)NC)C1N(C)C(=S)SC1(C)C (centres undefined),-7,1,-1.1,-7,0,-3,6,-2,-5,8
Nc1ccccc1SC(CC(=O)c1ccccc1)c1cccc([N+](=O)[O-])c1 (centres undefined),15,-13,-0.3,/,0,/,-6,0,/,/
# Further entries follow.
SMILES,CCHF vOTU inh,Anthrax LF prot,BoNT-A LC inh2,PriA SSB inh,MazEF act,Rv3671c inh,BoNT F protease,PrPC TRFRET,3CLpro inhibitor,VHR inh abs
CC1CCc2sc(C(=O)NCC(C)(C)N3CCOCC3)cc2C1 (centres undefined),-1,/,/,-4,-9,7,/,-6,/,/
Cc1ccc(S(=O)(=O)N2CCC(=O)N(C(COCc3cccc(C)c3)C(C)C)CC2)cc1 (centres undefined),8,3,0.1,10,4,1,5,0,-3,-15
CCOC(=O)Cn1cc(C(=O)C(C)(C)C)c2ccccc21,4,-8,0.6,-16,-16,2,1,-7,-1,25
Cc1onc(-c2ccccc2)c1C(=O)Nc1ccc2c(C)cc(=O)oc2c1,-7,0,0.1,-17,15,-2,-6,3,-6,15
COc1ccc(NC(=O)CSc2nncn2C)cc1OC,-4,3,-0.7,-8,3,-1,3,4,1,-5
CCCCCn1c2nc3ccccc3nc2c2c(=O)n(CC(C)C)cnc21,/,-1,1.5,-11,6,1,19,/,5,25
O=C(COc1ccccc1)N=C1SC2CS(=O)(=O)CC2N1c1cccc(F)c1 (centres undefined),-3,0,-0.1,-3,7,1,3,0,4,-3
Nc1cccc2nc3ccccc3cc12,/,-2,0.3,-4,-3,12,-12,/,2,16
Cc1ccc(C(=O)n2nc(-n3cccc3)c3c(C)cc(C)nc32)cc1,-4,-4,-1.2,-12,9,/,-6,5,4,24
Cc1ccccc1NC(=O)Nc1ccccc1C(=O)NCc1ccccc1,7,2,0.1,-7,5,-2,7,4,5,-5
Cc1ccc(SCCNC(=O)c2ccc([N+](=O)[O-])c(C)c2)cc1,1,-11,1.7,2,4,-11,-15,-7,3,20
OCCn1c(SC2CCCCC2)nc2ccccc21,9,-15,-0.9,-10,4,-8,-6,9,-2,8
COc1ccc(NC(=O)CCCc2c[nH]c3ccccc23)cc1OC,0,0,0.1,-2,5,-11,-2,5,3,-2
O=C1NCCN1Cc1ccccc1F,3,-2,-1.0,-3,-6,0,-12,7,-3,12
CC(C)(C)c1ccc(CC(=O)N2CCC2(C)C(=O)NS(=O)(=O)c2ccccc2)cc1 (centres undefined),5,0,1.0,/,/,/,14,1,/,/
CC[n+]1c(-c2ccc(C)cc2)csc1Nc1c(C)n(C)n(-c2ccccc2)c1=O,-3,-2,-0.4,15,-2,-9,-11,4,-4,37
CN(C)/C=C(/C(=O)c1ccc(Cl)cc1)S(=O)(=O)c1ccccc1,6,-4,1.9,-6,2,-1,3,4,-2,14
CC12CCC(C(=O)Nc3cccnc3)(CC1=O)C2(C)C (centres undefined),6,-1,1.1,1&-14,7,-3,21,-2,2,0
Cc1cc(C)cc(C(=O)Nc2nc3ccccc3[nH]2)c1,17,-2,-2.8,-1,13,-4,-16,15,0,-19
COC(=O)c1cn(Cc2cccnc2)c(=O)c2ccccc12,6,-7,-0.3,0,6,-8,0,1,4,13
CCC(C)Sc1ccc([C@H]2N[C@@](Cc3ccccc3)(C(=O)OC)[C@H]3C(=O)N(C)C(=O)[C@@H]23)cc1 (some centres undefined),3,-1,0.0,20,-4,0,-11,-3,/,/
Cc1cc(NC(=O)c2ccc([N+](=O)[O-])cc2)n(C)n1,2,-2,0.2,-4,5,6,1,-30,0,2
CCCCSCCCNC(=O)c1ccc(CS(=O)(=O)c2ccccc2OC)o1,-8,4,-0.6,-1,-7,5,5,4,2,4
CCOc1cccc(=NC2CCCCC2)c2c(C)[nH]c(C)c12,22,/,/,24,10,-1,/,-9,2,9
CC(=O)OCC#CCSc1nc2ccccc2n1C,12,-3,0.5,-3,-2,-1,1,9,1,-5

# Limited to Rv3671c inh and CCHF vOTU inh (three entries from above):
molecule	Rv3671c inh	CCHF vOTU inh
CCOC(=O)Cn1cc(C(=O)C(C)(C)C)c2ccccc21	2	4
Cc1onc(-c2ccccc2)c1C(=O)Nc1ccc2c(C)cc(=O)oc2c1	-2	-7
COc1ccc(NC(=O)CSc2nncn2C)cc1OC	-1	-4

# A draw from above in order of SMILES length, rising:
SMILES,CCHF vOTU inh,Anthrax LF prot,BoNT-A LC inh2,PriA SSB inh,MazEF act,Rv3671c inh,BoNT F protease,PrPC TRFRET,3CLpro inhibitor,VHR inh abs
OCCn1c(SC2CCCCC2)nc2ccccc21,9,-15,-0.9,-10,4,-8,-6,9,-2,8
COc1ccc(NC(=O)CSc2nncn2C)cc1OC,-4,3,-0.7,-8,3,-1,3,4,1,-5
Cc1cc(NC(=O)c2ccc([N+](=O)[O-])cc2)n(C)n1,2,-2,0.2,-4,5,6,1,-30,0,2
CCCCSCCCNC(=O)c1ccc(CS(=O)(=O)c2ccccc2OC)o1,-8,4,-0.6,-1,-7,5,5,4,2,4
CCC(C)Sc1ccc([C@H]2N[C@@](Cc3ccccc3)(C(=O)OC)[C@H]3C(=O)N(C)C(=O)[C@@H]23)cc1 (some centres undefined),3,-1,0.0,20,-4,0,-11,-3,/,/

# Following part
SMILES,CCHF vOTU inh,Anthrax LF prot,BoNT-A LC inh2,PriA SSB inh,MazEF act,Rv3671c inh,BoNT F protease,PrPC TRFRET,3CLpro inhibitor,VHR inh abs
C/C(=N\NC(=O)C(O)c1ccccc1)c1ccc(Br)s1 (centres undefined),-9,-3,1.6,/,5,0,8,-3,3,-8
O=C(Nc1ccc(-n2cnnn2)cc1)c1cccc(S(=O)(=O)N2CCCC2)c1,24,-7,0.2,-15,7,0,4,-3,/,/
COc1ccc(CCNC(=O)Cn2c(=O)cnc3ccccc32)cc1,12,0,0.9,-12,-2,6,3,-1,3,23
CCOC(=O)c1c(CSc2nc(C)cc(C)c2C#N)n(C)c2cc(Br)c(OC(C)=O)cc12,-19,0,-1.7,-13,1,-7,-8,-5,2,11
CN(C)S(=O)(=O)c1ccc(NC(=O)c2ccc([N+](=O)[O-])cc2)cc1,2,-2,-1.2,-12,-1,-6,-5,-48,-3,23
Fc1ccc(C2CC(c3ccccc3)Nc3ncnn32)cc1 (centres undefined),-6,-8,-1.4,4,2,9,-11,5,-1,4
CCC1(c2ccccc2)NC(=O)N(CC(=O)N(C)CC(=O)Nc2cccc(OC)c2)C1=O (centres undefined),-8,-3,-4.7,-8,1,8,-11,9,/,/
CCOC(=O)c1c(NC(=O)CN2C(=O)NC3(CCC(C)CC3)C2=O)sc(C)c1-c1ccc(C)cc1 (centres undefined),1,5,0.1,-8,-18,-17,0,-6,1,5

# Only part of the results is shown, so the mix of outcomes need not match the whole.
